# Bioassay records as filed in PubChem BioAssay.
# HKDC1 inhibitor – HKDC1 hexokinase inhibitors, primary screen, biochemical, fluorescence, uHTS; inhibition, % at 20 µM; actives 0.16% (n = 340,000); recombinant HKDC1, G6PDH/diaphorase resazurin coupled fluorescence;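 active means inhibition above about 35% when tested at 20 µM, limit read from the data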;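 further: plate controls were DMSO wells with enzyme for no effect and DMSO wells lacking enzyme for full effect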
#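 Test system: recombinant HKDC1 (HK5) hexokinase enzyme, produced in-house; Amount: enzyme 5 µg/mL final; Buffer or medium: Tris pH 8.0 buffer with MgCl2, Tween-20, BSA, BME; Reagent: glucose and ATP substrates; Doses: 20 µM test compound, 1% DMSO; Incubation: 90 min reaction incubation at room temperature, dark; Detection: resorufin fluorescence at 613 nm.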
# PfGluPho inh – PfG6PD enzyme inhibitors, primary screen, biochemical, fluorescence intensity, uHTS; glucose-6-phosphate dehydrogenase-6-phosphogluconolactonase (Plasmodium falciparum 3D7); PfGluPho enzyme, NADPH resazurin-diaphorase fluorescence; inhibition, % at 20 µM; actives 0.78% (n = 350,000);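 active means inhibition reaching at least a set limit at 20 µM in the primary screen, cut at about 59% in these data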;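 further: 0% = DMSO wells with substrate and 100% = DMSO wells lacking glucose-6-phosphate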
# SENP7 block – SENP7 protease inhibitors, primary screen, biochemical, luminescence, uHTS; Sentrin-specific protease 7 (Homo sapiens), Q9BQF6; recombinant SENP7, Z-RLRGG-aminoluciferin luminescence, 40 min; inhibition, % at 5 µM; actives 1.5% (n = 330,000); AID 434973, 2010;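 active means inhibition above about 50% at the single test dose, limit read from the data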;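 further: plate controls were DMSO with enzyme for no effect and no enzyme buffer wells for full effect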
# SENP8 block-1 – human SENP8 protease inhibitors, primary screen, biochemical, fluorescence, Nedd8 protein substrate, uHTS. recombinant SENP8. inhibition, % at 20 µM. actives 0.64% (n = 360,000). AID 602440, 2012; in the data active means inhibition mostly above about 40%, no sharp cut-off; inactive means mostly below about 27%
# Target sequence (Q96LD8 whole entry, looked up): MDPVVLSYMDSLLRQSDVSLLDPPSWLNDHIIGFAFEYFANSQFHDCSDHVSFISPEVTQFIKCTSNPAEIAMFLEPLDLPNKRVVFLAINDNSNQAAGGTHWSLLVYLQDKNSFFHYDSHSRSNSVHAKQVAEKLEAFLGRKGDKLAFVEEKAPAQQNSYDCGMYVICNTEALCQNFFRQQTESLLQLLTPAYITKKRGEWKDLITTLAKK
# SENP8 block-2 – SENP8 protease inhibitors, primary screen, biochemical, luminescence | Sentrin-specific protease 8 (Homo sapiens), Q96LD8 | purified SENP8, Z-RLRGG-aminoluciferin cleavage | inhibition, % at 10 µM | actives 1.2% (n = 330,000) | AID 2540, 2010; in the data active means inhibition above about 50%
# Apaf-1 inh – inhibitors of human Apaf-1 apoptosome, primary screen, biochemical, DEVD-Rh110 fluorescence, uHTS. actives 0.71% (n = 330,000). reconstituted apoptosome caspase-3 activity. inhibition, % at 20 µM; active means inhibition of at least 40% at 20 µM;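 further: plate controls were DMSO wells for no effect and DEVD-CHO caspase inhibitor wells for full effect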
#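 Material: reconstituted apoptosome with Apaf-1, cytochrome c, caspase-9, procaspase-3, dATP. Technique: Rh110 fluorescence intensity. Buffer or medium: pH 7.5 Hepes buffer with CHAPS, BSA, DTT. Times: 30 min plus 50 min, RT.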
# SENP1 FRET inh – human SENP1 catalytic domain inhibitors, primary screen, biochemical, FRET, uHTS; actives 0.21% (n = 360,000); inhibition, % at 10 µM; Sentrin-specific protease 1 (Homo sapiens), Q9P0U3; recombinant SENP1 catalytic domain, CyPet-SUMO1-YPet FRET cleavage;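 active means inhibition at least 30% at 10 µM, raw YFP signal under a set limit, fluorescence ratio 0.5 to 1.5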;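 further: 0% = enzyme with DMSO and 100% = no enzyme wells; some results filed as inactive read as strong as hits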
# Target sequence (Q9P0U3 419-644 limits assumed): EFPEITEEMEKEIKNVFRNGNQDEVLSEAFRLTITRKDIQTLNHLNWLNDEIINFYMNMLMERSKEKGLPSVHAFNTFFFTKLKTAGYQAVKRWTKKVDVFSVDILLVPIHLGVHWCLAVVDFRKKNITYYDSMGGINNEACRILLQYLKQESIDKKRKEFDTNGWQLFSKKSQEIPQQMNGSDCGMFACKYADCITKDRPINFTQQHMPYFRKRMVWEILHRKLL
#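 System: Recombinant human SENP1 catalytic domain, His6-tagged | Incubation: Enzyme reaction for 50 min at room temperature, dark | Medium: Tris pH 8 with BME, BSA, NP40 and catalase | Also added: 25 nM SUMO1 FRET substrate | Compound: 10 µM single point, 0.5% DMSO | Measured by: FRET fluorescence in CFP and YFP emission channels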
# SENP6 inh – SENP6 protease inhibitors, primary screen, biochemical, luminescence, uHTS | actives 1.8% (n = 330,000) | Recombinant SENP6 catalytic domain, aminoluciferin luminescence | Sentrin-specific protease 6 (Homo sapiens), Q9GZR1 | inhibition, % at 10 µM;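 active means inhibition above about 50% at the single tested dose, limit read from the data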;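 further: plate controls were DMSO wells with enzyme for no effect and DMSO wells lacking enzyme for full effect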
# Target sequence (Q9GZR1 628-1112 limits assumed): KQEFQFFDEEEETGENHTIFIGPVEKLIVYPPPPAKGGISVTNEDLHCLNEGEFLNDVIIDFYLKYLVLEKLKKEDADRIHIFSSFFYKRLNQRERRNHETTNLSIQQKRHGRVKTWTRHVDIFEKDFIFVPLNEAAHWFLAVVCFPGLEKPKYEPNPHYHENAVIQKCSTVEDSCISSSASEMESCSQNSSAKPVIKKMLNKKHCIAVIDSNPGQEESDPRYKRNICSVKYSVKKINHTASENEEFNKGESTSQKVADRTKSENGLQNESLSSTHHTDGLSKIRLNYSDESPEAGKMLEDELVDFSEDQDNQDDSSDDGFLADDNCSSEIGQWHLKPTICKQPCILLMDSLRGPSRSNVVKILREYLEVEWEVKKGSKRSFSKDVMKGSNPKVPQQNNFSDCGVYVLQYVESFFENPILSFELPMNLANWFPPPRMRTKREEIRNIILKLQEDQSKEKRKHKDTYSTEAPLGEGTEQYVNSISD
# * hit, by the source's call; · = not tested or not shown.
SMILES,HKDC1 inhibitor,PfGluPho inh,SENP7 block,SENP8 block-1,SENP8 block-2,Apaf-1 inh,SENP1 FRET inh,SENP6 inh
CC(=O)Nc1ccc(S(=O)(=O)Nc2cc(C)c(-n3nc4ccccc4n3)cc2O)cc1,-7,-16,-11,11,-18,15,2,-30
Cc1cc(C)nc(SC2CC(=O)N(c3ccc(Br)cc3)C2=O)n1 (stereo not drawn),0,-3,-4,14,-4,4,3,-7
CCOC(=O)c1cnc2c(c(C)nn2-c2ccc(C)cc2)c1Cl,-4,1,3,-53,-1,9,-2,-5
COc1ccc(OC)c(N(CC(=O)NN=C2CCN(C)CC2)S(=O)(=O)c2ccccc2)c1,-7,8,10,0,3,0,-1,-12
CCCCn1c(N)c(N(CC(C)C)C(=O)c2ccncc2)c(=O)[nH]c1=O,-5,-5,6,0,0,1,-3,-12
COc1ccccc1NC(=O)c1cc(C)oc1C,-2,-6,17,6,-1,-14,1,-1
CCOC(=O)C1CCN(S(=O)(=O)c2ccc(C)c(C(=O)NC3CCCCC3)c2)CC1,-2,-6,-1,0,-2,8,1,12
COc1ccc(-c2cn[nH]c2N)cc1,-8,7,7,11,4,-3,1,-18
C#CCOCCOCCOCCNc1nc(N2CCN(C(=O)C([C@@H](C)CC)n3cc(C(N)CC(C)C)nn3)CC2)nc(N2CCN(C(=O)[C@H](CCC(=O)O)n3cc(C(N)[C@H](C)CC)nn3)CC2)n1 (stereo partly drawn),-5,-13,-5,12,-1,-3,-1,-3
Cc1ccc(S(=O)(=O)N(C)c2c(C)ccc(S(=O)(=O)N3CCN(C)CC3)c2C)cc1,17,-15,6,23,5,8,-1,-6
CCOC(=O)N1CCN(CC(O)COCc2cc(OC)c(OC)c(OC)c2)CC1 (stereo not drawn),-5,-24,2,7,-2,-6,1,5
CCc1noc2c1/C(=N\O)CC(c1ccccc1)C2 (stereo not drawn),-5,-5,0,19,8,-4,1,-10
CCc1n[nH]c2c1/C(=N\O)CC(c1ccccc1)C2 (stereo not drawn),-5,-10,0,16,-6,5,3,-1
Cc1c(Cl)ccc2c(C(=O)NCCN3CCCCC3)cc(-c3ccccn3)nc12,-1,5,11,-12,-7,12,-3,-10
Cc1cc(C(C)(C)C)oc1C(=O)N(CC(=O)NC1CCCC1)c1c(C)cccc1C,-2,18,8,12,5,21,0,-6
CCOC(=O)C1=C(C)NC(=O)N(C(C)=O)C1c1ccc(Cl)cc1 (stereo not drawn),-8,14,6,8,-2,0,1,-2
C/C(=N\NC(=S)NC(C)C)c1ccc2c(c1)OCCO2,3,-7,-1,15,-2,4,1,-12
CCC1CCCCN1S(=O)(=O)c1ccc(NC(=O)c2cccs2)cc1 (stereo not drawn),-7,6,-1,18,2,-6,-1,-2
CCOC(=O)c1cccc(N2C(=O)c3ccccc3S2(=O)=O)c1,-2,-16,1,14,0,1,1,7
CCCCOC(=O)CCc1nc2ccccc2[nH]1,-3,9,1,7,4,-23,1,-12
CCc1ccccc1NC(=O)c1ccc(CN2CCC(Cc3ccccc3)CC2)cc1,-2,16,-1,15,-2,15,-1,4
CCCCN(C(=O)CSc1nncn1-c1ccccc1)c1c(N)n(Cc2ccccc2)c(=O)[nH]c1=O,-13,4,0,14,0,-1,-1,2
O=C(CCn1nc(-c2ccccc2)ccc1=O)N1CCOCC1,-4,1,9,13,-3,7,2,-9
O=C(NCc1ccccc1)NC1(C(=O)N2CCOCC2)CCCCC1,-2,4,-2,23,4,-7,-1,-1
CCOC(=O)C1=C(c2ccccc2)OC(N)=C(C#N)C1c1ccc(Cl)s1 (stereo not drawn),17,18,-7,-57,-4,25,-93,-12
CCC(=O)NC(c1cc(Cl)c2ccccc2c1O)C1CC1 (stereo not drawn),21,34,6,-154,6,9,1,-6
CCCC(=O)Nc1nc2nc(-c3ccccc3)cc(-c3ccccc3)n2n1,0,2,2,-271,2,10,1,2
CCn1cc(C(=O)NCCC(=O)OC)c(=O)c2cc3c(cc21)OCO3,0,14,3,-87,-7,-1,-2,-23
O=C1CSC(=S)N1c1cccc(O)c1,0,-11,-4,21,0,10,-1,0
Cc1ccc(S(=O)(=O)N2c3ccccc3NC(=O)CC2C)cc1 (stereo not drawn),1,-19,-2,30,-9,-5,0,-13
Cc1cc(C)c(S(=O)(=O)n2cc(C(C)C(N)C(=O)O)c3ccccc32)c(C)c1 (stereo not drawn),2,-4,16,3,-15,5,-2,-15
CCN(CC)S(=O)(=O)c1ccc2c(c1)nc(CCC(=O)OCC(=O)Nc1cc(OC)cc(OC)c1)n2C,-12,-9,5,13,-3,-2,0,-16
CCCCCCCCNC(=O)c1cccnc1SCC(=O)Nc1ccccc1OC,-5,10,10,4,2,1,-1,5
Cc1cccc(NCc2nc(-c3ccccc3)no2)c1,-3,13,-14,2,-10,3,1,-10
CCCc1[nH]n(-c2nc3ccccc3s2)c(=O)c1C=NCC(C)C,-1,7,4,33,-4,8,3,-4
COc1cccc(C(c2sc3nc(C)nn3c2O)N2CCc3ccccc3C2)c1 (stereo not drawn),5,42,0,6,7,5,1,-2

# No new results follow: five of the compounds above.
SMILES,HKDC1 inhibitor,PfGluPho inh,SENP7 block,SENP8 block-1,SENP8 block-2,Apaf-1 inh,SENP1 FRET inh,SENP6 inh
CC(=O)Nc1ccc(S(=O)(=O)Nc2cc(C)c(-n3nc4ccccc4n3)cc2O)cc1,-7,-16,-11,11,-18,15,2,-30
Cc1cc(C)nc(SC2CC(=O)N(c3ccc(Br)cc3)C2=O)n1 (stereo not drawn),0,-3,-4,14,-4,4,3,-7
CCOC(=O)c1cnc2c(c(C)nn2-c2ccc(C)cc2)c1Cl,-4,1,3,-53,-1,9,-2,-5
COc1ccc(OC)c(N(CC(=O)NN=C2CCN(C)CC2)S(=O)(=O)c2ccccc2)c1,-7,8,10,0,3,0,-1,-12
CCCCn1c(N)c(N(CC(C)C)C(=O)c2ccncc2)c(=O)[nH]c1=O,-5,-5,6,0,0,1,-3,-12

# Part of the list above in order of heavy-atom count, ascending.
SMILES,HKDC1 inhibitor,PfGluPho inh,SENP7 block,SENP8 block-1,SENP8 block-2,Apaf-1 inh,SENP1 FRET inh,SENP6 inh
Cc1ccc(S(=O)(=O)N2c3ccccc3NC(=O)CC2C)cc1 (stereo not drawn),1,-19,-2,30,-9,-5,0,-13
O=C(NCc1ccccc1)NC1(C(=O)N2CCOCC2)CCCCC1,-2,4,-2,23,4,-7,-1,-1
CCOC(=O)N1CCN(CC(O)COCc2cc(OC)c(OC)c(OC)c2)CC1 (stereo not drawn),-5,-24,2,7,-2,-6,1,5

# New compounds follow
SMILES,HKDC1 inhibitor,PfGluPho inh,SENP7 block,SENP8 block-1,SENP8 block-2,Apaf-1 inh,SENP1 FRET inh,SENP6 inh
CCN(CC)C(=O)c1ccc(NS(=O)(=O)c2ccc3[nH]c(=O)[nH]c3c2)cc1,8,10,-5,7,-8,-4,-2,-17
COc1ccc(CSc2nnc(C)n2N)cc1,4,4,12,10,-6,-7,1,-10
CCCc1nc2ccccc2c(C(=O)OCC(=O)NCc2ccco2)c1CC,1,9,-9,16,-8,7,-2,-16
CCOC(=O)Nc1sc(C)c(C)c1C(N)=O,-4,33,-8,2,-9,-8,-1,9
CC(C)OC(=O)CSc1nc(N)c(C#N)c(-c2ccco2)c1C#N,1,5,20,-237,0,8,-16,-9
O=C(OCc1nc2ccccc2[n+]([O-])c1C(=O)c1ccccc1)c1cccs1,-8,-17,5,20,6,6,-1,13
O=C1C2C3C=CC(C3)C2C(=O)N1c1ccccc1OS(=O)(=O)c1ccccc1 (stereo not drawn),-10,9,-7,7,-6,13,1,-1
Cc1ccccc1C(=O)NCC(=O)NNC(=S)NC(=O)c1ccccc1C,-12,-22,3,17,3,-2,3,-2
COc1ccc(OC)c(S(=O)(=O)n2c([N+](=O)[O-])cnc2C)c1,-5,-10,-8,3,-7,-7,-2,4
COc1ccccc1N=C1SC(C(=O)Nc2ccc(F)cc2)CC(=O)N1C (stereo not drawn),-5,10,0,7,-1,-15,2,1
COC(=O)Nc1nn(Cc2ccccc2F)cc1Br,-6,-6,-10,8,-4,-7,-2,-4
CN(C)c1ccc(C(C(=O)NC2CCCC2)N(C(=O)c2ccco2)C2CC2)cc1 (stereo not drawn),-9,-5,4,4,1,7,2,12
CCC(=O)N1CCc2cc(S(=O)(=O)NCCC(=O)NC3CCCCCC3)ccc21,-3,15,3,5,8,-12,-1,12
O=C(CN1C(=O)NC2(CCc3ccccc32)C1=O)Nc1ccccc1Cl (stereo not drawn),3,-15,12,11,9,1,-3,-4
N#Cc1cccc(NC(=O)COC(=O)c2cccc(N3C(=O)c4ccccc4C3=O)c2)c1,-7,-5,0,11,-5,-1,0,-6
Cc1cccc(N2C(=O)C3CCCN3C2=S)c1C (stereo not drawn),-7,10,-9,0,-10,-3,1,6
COc1cc(/C=C(/C#N)c2nc3ccccc3[nH]2)ccc1OCC(=O)Nc1ccccc1C,-4,-4,-2,-266,11,2,-21,-9
COc1ccc(OC)c(-c2nc(C(=O)NCC3CCCO3)cc3c2[nH]c2ccccc23)c1 (stereo not drawn),-5,25,5,-175,8,16,-12,9
O=[N+]([O-])c1ccc(O)c2cccnc12,18,8,-11,24,-10,16,12,2
CCOC(=O)Cn1c(=NC(=O)C(C)C)sc2c(C)cc(C)cc21,2,10,9,-3,-2,-6,0,-20
CN(C)S(=O)(=O)c1ccc(C(=O)OCc2nnc(-c3ccccc3)o2)cc1,8,-8,1,25,-7,15,1,-10
COc1ccc(-c2[nH]nc3c2C(c2ccccc2OC(=O)N2CCOCC2)C(C#N)=C(N)O3)cc1 (stereo not drawn),-6,3,-1,16,1,-6,2,-19
CC(=O)c1ccc(N2C(=NC(=O)CCc3ccccc3)SC3CS(=O)(=O)CC32)cc1 (stereo not drawn),-5,1,-2,4,0,-2,1,0
O=c1ccc(-c2ccc(S(=O)(=O)N3CCCCC3)o2)n[nH]1,-5,-11,3,-42,3,0,2,13
O=C(Nc1cccc(-c2nc3ncccc3o2)c1)c1sc2ccccc2c1Cl,-5,16,6,6,-11,27,3,-10
COc1ccc(NCC(O)Cn2cnc3c2c(=O)n(C)c(=O)n3C)cc1 (stereo not drawn),5,6,0,12,-6,3,3,6
CC(=O)c1ccc(OCC(O)CN2CCN(CCO)CC2)cc1 (stereo not drawn),-3,-3,-6,10,1,-1,6,-3
Cc1cc(F)ccc1S(=O)(=O)Nc1ccccc1C(=O)NC1CCN(Cc2ccccc2)CC1,2,-3,-7,-167,1,11,2,1
CC1(N2CCOCC2)C(=O)c2ccccc2C1=O,-9,10,8,1,4,0,1,2
O=C(c1cc(COc2ccc(F)cc2Cl)on1)N1CCCCCCC1,-3,12,-5,7,-17,18,-2,1
Cc1[nH]n(-c2cccc3ccccc23)c(=O)c1C=Nc1ccc2[nH]c(=O)[nH]c2c1,19,17,-9,13,1,11,-9,-10
O=C(/C=C/Nc1ccccc1O)c1ccco1,2,12,85*,-37,77*,-16,-36,89*
O=C(CC(C(=O)c1ccccc1)c1ccccc1)c1ccccc1 (stereo not drawn),0,4,·,12,·,·,1,·
Cn1nnnc1SCc1cn2cccnc2n1,-13,-18,-7,-385,-9,10,-1,-22
